Compound activity deposited in PubChem by National Center for Advancing Translational Sciences (NCATS).
Tau fibril FP = tau fibrillization inhibition (FP). K18 P301L tau heparin fibrillization, Alexa594 FP, 6 h. P10636. Potency, µM (highest dose often 57.7 µM), for the others: at the top dose activity, negative = inhibition, most hits filed as inhibitors. 0.39% of 280,000 active; note: nearly all actives have a fitted effect of over 55% in size
Target sequence (P10636 561-689 P618L limits assumed): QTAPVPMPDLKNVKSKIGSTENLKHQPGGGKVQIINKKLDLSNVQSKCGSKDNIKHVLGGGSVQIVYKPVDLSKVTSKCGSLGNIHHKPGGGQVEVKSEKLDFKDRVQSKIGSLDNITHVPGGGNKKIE
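Quantitative HTS format: compounds meet 15 uM recombinant K18 P301L tau and Alexa 594-tau tracer in 100 mM sodium acetate pH 7; 20 uM heparin triggers fibrillization at 37 C over 6 hr; FP gives the signal.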
JMJD2E inh = inhibitors of human JMJD2E histone demethylase; JMJD2E catalytic domain, FDH-coupled NADH fluorescence (FDH is formaldehyde dehydrogenase); 1.6% of 230,000 active; B2RXH2; Potency, µM (highest dose often 57.1 µM), inactives show at the top dose activity change, negative = inhibition, hits mostly inhibitors; active = well fitted inhibition curve with a large enough effect, not every such curve was filed as active; inconclusive = small, poorly fitted or top-dose-only effect, or another doubt; inactive = no such curve, though single readings can be large or run the other way;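 note: 0% = wells with enzyme and -100% = buffer wells without enzyme; nearly all actives have a fitted effect of over 50% in size; many of its hits are not listed in these tables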
L3MBTL1 block = inhibitors of human L3MBTL1; AlphaScreen L3MBTL1–H3K9me1 peptide binding; Potency, µM (titrated, usually from 57.1 µM), without a hit: at the top dose activity, negative = inhibition, hits mostly inhibitors; 0.66% of 230,000 active; AID 485360; note: nearly all actives have a fitted effect of over 60% in size
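L3MBTL1 50 nM + b-AHA-H3(1-15)K9me1 75 nM, 30 min RT; compound added, 30 min RT; streptavidin donor/Ni-chelate acceptor beads 10 ug/mL each final, 30 min RT dark; AlphaScreen read.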
TexasRed fluor = counter-screen for TRb-SRC2 inhibitors: fluorescence interference; TRb/SRC2 Texas Red total fluorescence interference; Potency, µM (series often up to 106 µM), for inactives: at the highest dose fluorescence change, negative = quenching; 0.29% of 280,000 active; AID 1479; active = well fitted curve in either direction with a large enough effect; inconclusive = small, poorly fitted or top-dose-only effect
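Human TRβ ligand-binding domain (0.6 uM) and Texas Red SRC2 peptide (20 nM) in Tris buffer with 1 uM T3 and 5% DMSO were incubated with pinned compound for 5 hr at ambient temperature. Total fluorescence was computed as S + 2P (555/632 nm).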
Tau fibril ThT = tau fibrillization inhibition (ThT binding); recombinant tau K18 P301L (four-repeat tau fragment), heparin-induced fibrillization, ThT fluorescence; P10636; Potency, µM (doses to about 57.4 µM), for inactives: at the top dose activity, negative = inhibition, actives largely listed as inhibitors; 2.1% of 270,000 active; AID 1460; note: nearly all actives have a fitted effect of over 55% in size
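Heparin-induced (20 uM) aggregation of recombinant human K18 P301L tau, 15 uM unlabeled with 0.24 uM labeled, pH 7 acetate buffer, 6 hr at 37 C with compound. Fibrils quantified by 30 uM ThT fluorescence after 1 hr ambient incubation.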
RGS12 GoLoco inh = RGS12 GoLoco-Gai1 interaction inhibition; Gai1:RGS12 GoLoco peptide FP, rhodamine, 10 min; Potency, µM (titrated, usually from 61.6 µM), for inactives: top-dose activity, negative = inhibition, hits mostly inhibitors; 0.44% of 230,000 active; AID 880; active = well fitted inhibition curve with a large enough effect, not every such curve was filed as active; inactive = no such curve, though single readings can be large or run the other way; note: nearly all actives have a fitted effect of over 30% in size; many of its hits are not listed in these tables
Target sequence (P63096 whole entry, looked up): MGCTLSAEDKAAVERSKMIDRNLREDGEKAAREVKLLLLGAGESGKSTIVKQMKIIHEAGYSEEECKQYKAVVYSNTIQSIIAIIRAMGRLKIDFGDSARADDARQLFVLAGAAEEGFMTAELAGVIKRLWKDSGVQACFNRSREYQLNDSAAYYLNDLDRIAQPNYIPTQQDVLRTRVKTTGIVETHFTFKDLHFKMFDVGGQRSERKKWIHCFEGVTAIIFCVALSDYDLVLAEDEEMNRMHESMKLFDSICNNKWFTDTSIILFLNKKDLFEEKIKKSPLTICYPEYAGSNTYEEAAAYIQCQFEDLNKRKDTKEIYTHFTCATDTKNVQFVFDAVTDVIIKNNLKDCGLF
RECQ1 helicase = RECQ1 (human) helicase inhibition. Potency, µM (highest dose often 57.3 µM), inactives show at the highest dose activity, negative = inhibition, usual class: inhibitors. P46063. 0.54% of 240,000 active. RECQ1 DNA unwinding, red fluorescence kinetic read. AID 2549;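 note: plate controls were vehicle for no effect and no enzyme for full effect; nearly all actives have a fitted effect of over 30% in size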
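RECQ1T1 50 nM; forked duplex (20 bp + 30-nt ss tails) 200 nM, ATP 2 mM final; pH 8.0, 2 mM MgCl2, 2.5 ug/ml poly(dI-dC); 15 min compound preincubation; discontinuous kinetic read over 2 h at RT.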
TRb SRC2 PPI = inhibitors of human thyroid hormone receptor beta-SRC2 interaction; P10828; TRbeta-SRC2 peptide binding, fluorescence polarization; receptor liganded with 1 µM T3; Potency, µM (top dose mostly 106 µM), inactives show at the top dose activity change, negative = inhibition, usual class: inhibitors; 0.065% of 280,000 active; AID 1469;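 note: plate controls were bound peptide for no effect and peptide without receptor for full effect; nearly all actives have a fitted effect of over 50% in size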
Target sequence (P10828 whole entry, looked up): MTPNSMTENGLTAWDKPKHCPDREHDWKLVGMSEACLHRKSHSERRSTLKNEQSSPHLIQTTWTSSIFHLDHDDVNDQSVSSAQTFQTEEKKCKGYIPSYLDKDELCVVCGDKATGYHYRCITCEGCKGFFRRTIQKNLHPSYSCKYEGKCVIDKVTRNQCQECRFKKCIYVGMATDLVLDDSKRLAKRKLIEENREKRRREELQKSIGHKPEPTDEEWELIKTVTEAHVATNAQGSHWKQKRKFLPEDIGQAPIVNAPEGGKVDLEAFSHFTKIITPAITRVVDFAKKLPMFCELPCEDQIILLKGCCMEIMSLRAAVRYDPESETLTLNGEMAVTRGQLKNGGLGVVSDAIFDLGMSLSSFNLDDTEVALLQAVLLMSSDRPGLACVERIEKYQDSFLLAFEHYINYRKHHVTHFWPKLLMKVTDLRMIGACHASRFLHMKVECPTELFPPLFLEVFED
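Polarization signal, normalized between peptide-alone and full complex controls, measured compound effects on T3-liganded human TRb LBD (0.6 uM) binding 20 nM Texas Red SRC2 peptide after 5 hr.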
Numbers without * were called inactive; i = inactive; ? = inconclusive; nt = not tested or not shown; & = joins results of further samples; [ ] = dose if it differs, or a comment. Unless noted, calls come from the whole dose curve; as a rule, active = well fitted curve in the direction sought with a large enough effect; inconclusive = small, poorly fitted or top-dose-only effect, or another doubt; inactive = no such curve, though single readings can be large; an effect the other way counts as inactive or inconclusive. Unless noted, % is set by controls: 0 for no effect and ±100 for the full control effect; potency is the fitted concentration of half-maximal effect. This is a subset; rates above refer to the full screens.

Value order – Tau fibril FP, JMJD2E inh, L3MBTL1 block, TexasRed fluor, Tau fibril ThT, RGS12 GoLoco inh, RECQ1 helicase, TRb SRC2 PPI
(1) COc1cccc(C(=O)C2CCCN(Cc3cccc4c3OCO4)C2)c1 (configuration not stated)
→ -1%, -9%, -10%, -4%, 2%, -2%, -11%, -3%
(2) N[C@@H](Cn1ccc(=O)n(Cc2ccc(C(=O)O)cc2)c1=O)C(=O)O
→ -2%, -5%, nt, 0%, -7%, -5%, 0%, -4%
(3) Cn1c(O)c(C=NCCCC(=O)O)c(=O)n(C)c1=O
→ 0%, 10%, nt, 2%, -16%, 0%, -7%, -14%
(4) O=C(O)C(Cl)(Cl)Cl
→ nt, nt, nt, 1%&0%, nt, -5%&6%, -1%&-4%, 2%&4%
(5) OCC(Br)CBr (configuration not stated)
→ nt, nt, 4%, -2%, nt, -1%, 13%, 1%
(6) C[N+](C)(C)CC(=O)[O-]
→ -7%, -17%, nt, -2%, -13%, 0%, 15%, 0%
(7) CN1C(=O)N(C)C(=O)C2(Cc3cc(N)ccc3N3CCN(c4ccccc4F)CC32)C1=O (configuration not stated)
→ ?, ?, ?, 8%, ?, 25%, -10%, -6%
(8) CCCOC(=O)Nc1ccc([As](=O)(O)O)cc1NC(=O)OCCC
→ nt, 3%, nt, -1%, nt, 5%, 1%, 2%
(9) CN1CC[C@@H]2CN3CCc4cccc(c43)[C@@H]2C1
→ ?, nt, nt, -1%, ?, -12%, 2%, 5%
(10) ClP(Cl)(Cl)(Cl)Cl
→ nt, nt, nt, -1%, nt, -13%, -3%, -3%
(11) CC1(C)C(=O)[C@@H]2OC2[C@@]2(C)C1CC(O)[C@]1(C)C2CC[C@@]2(C)C(c3ccoc3)OC(=O)C3OC312 (some centres not stated)
→ -6%, 4%, nt, -2%, -15%, 3%, -10%, -4%
(12) CC(N=Cc1c(O)n(C2CC2)c(=S)[nH]c1=O)c1ccccc1 (configuration not stated)
→ -7%, 4%, 5%, 3%, -8%, 7%, -14%, 0%
(13) COc1ccc(-c2[nH]ncc2CNC(C)Cc2ccsc2)c(F)c1 (configuration not stated)
→ 0%, 4%, 3%, -7%, -1%, 2%, -3%, 0%
(14) CCC(C(=O)OCCOCCN(CC)CC)c1ccccc1 (configuration not stated)
→ -4%, ?, -14%, 0%&-1%, 3%, -13%, 3%, 1%&-9%
(15) COc1c2c(cc3c1OCO3)CCN(C)C2
→ nt, -9%[25.5 µM], -4%, 1%[53 µM], nt, -24%[21.6 µM], i, -1%[53 µM]
(16) C=CCn1c(O)c(C(CC)=Nc2cccc(C(F)(F)F)c2)c(=O)[nH]c1=O
→ -7%, -13%, -2%, -1%, -13%, 0%, i, -4%
(17) O=C1NCN(c2ccccc2)C12CCN(CC1COc3ccccc3O1)CC2 (configuration not stated)
→ 1%&-6%&-3%, 3%, nt, -5%&-4%&0%, -6%&0%&-5%, -17%&0%&3%, 0%&-2%, 6%&3%&1%
(18) C[C@@]12CCC3C(CC[C@@H]4CC(O)CC[C@@]34C)C1CCC2O (some centres not stated)
→ 0%, 0%, nt, -3%, -4%, 3%, 0%, -4%
(19) CSC1=NP(=S)(SC)N(C)c2nc3n(c21)CCC3 (configuration not stated)
→ 1%, -4%, -3%, 3%, -12%, nt, -11%, -4%
(20) CC(=O)Nc1ccc(C2CN(C)CC2C(=O)c2ccc(Cl)cc2)cc1 (configuration not stated)
→ 0%, -7%, -1%, 1%, -5%, 21%, i, -4%
(21) CCOc1ccccc1-n1c(O)c(C=Nc2ccc(N(CC)CC)cc2)c(=O)[nH]c1=O
→ -10%, -18%, -5%, 0%, ?, 58%[activator], 8%, -18%
(22) COc1ccc2c3c([nH]c2c1)C(C)NCC3 (configuration not stated)
→ 7%, ?, -16%, 3%, ?, 44%[activator], -15%, -1%
(23) O=C1c2ccccc2C(=O)N1SC1CCCCC1
→ ?, -2%, 3%, -5%, ?, 2%, i, -3%
(24) COC(=O)c1ccc(C(C(=O)NC2CCCCC2)N(CCN2CCOCC2)C(=O)Cc2cccs2)cc1 (configuration not stated)
→ ?, -1%, nt, -3%, -8%, -1%, -2%, 0%
(25) CN(C)CCNC(=O)c1cccn(Cc2cccc(C(F)(F)F)c2)c1=O
→ -7%, ?, nt, 0%, -7%, -2%, i, -7%
(26) O=P(Nc1ccccc1)(Oc1ccccc1)Oc1ccccc1
→ 2%, ?, 4%, -1%, -7%, 10%, 2%, -2%
(27) O=c1[nH]c(=O)n(-c2ccc(F)cc2)c(O)c1C=Nc1ccccc1N1CCCC1
→ -1%, -4%, 12%, -1%, -12%, 26%, -3%, 2%
(28) Cc1ccc(C(=O)Nc2ccc(-n3ccnc3P(=O)(O)c3ccccc3)cc2)cc1
→ -5%, 5%, nt, -1%, -13%, 1%, -3%, 0%
(29) CC1CCN(S(=O)(=O)c2ccc(NN=C(C#N)C#N)cc2)CC1
→ -2%, 7%, nt, -5%, 14µM*, -2%, i, 6%
(30) O=[N+]([O-])c1ccc(Cl)cc1
→ nt, nt, 0%, 1%[201 µM], nt, 8%, -7%, 2%[201 µM]

8 of these compounds, set out differently:
no.	SMILES	Tau fibril FP	JMJD2E inh	L3MBTL1 block	TexasRed fluor	Tau fibril ThT	RGS12 GoLoco inh	RECQ1 helicase	TRb SRC2 PPI
19	CSC1=NP(=S)(SC)N(C)c2nc3n(c21)CCC3 (configuration not stated)	1%	-4%	-3%	3%	-12%	nt	-11%	-4%
20	CC(=O)Nc1ccc(C2CN(C)CC2C(=O)c2ccc(Cl)cc2)cc1 (configuration not stated)	0%	-7%	-1%	1%	-5%	21%	i	-4%
21	CCOc1ccccc1-n1c(O)c(C=Nc2ccc(N(CC)CC)cc2)c(=O)[nH]c1=O	-10%	-18%	-5%	0%	?	58%[activator]	8%	-18%
22	COc1ccc2c3c([nH]c2c1)C(C)NCC3 (configuration not stated)	7%	?	-16%	3%	?	44%[activator]	-15%	-1%
23	O=C1c2ccccc2C(=O)N1SC1CCCCC1	?	-2%	3%	-5%	?	2%	i	-3%
24	COC(=O)c1ccc(C(C(=O)NC2CCCCC2)N(CCN2CCOCC2)C(=O)Cc2cccs2)cc1 (configuration not stated)	?	-1%	nt	-3%	-8%	-1%	-2%	0%
25	CN(C)CCNC(=O)c1cccn(Cc2cccc(C(F)(F)F)c2)c1=O	-7%	?	nt	0%	-7%	-2%	i	-7%
26	O=P(Nc1ccccc1)(Oc1ccccc1)Oc1ccccc1	2%	?	4%	-1%	-7%	10%	2%	-2%

Carrying on:
Value order – Tau fibril FP, JMJD2E inh, L3MBTL1 block, TexasRed fluor, Tau fibril ThT, RGS12 GoLoco inh, RECQ1 helicase, TRb SRC2 PPI
(31) O=[N+]([O-])c1ccc(N2CCNCC2)cc1N1CCCCC1
→ -3%, -1%, 1%, 2%, ?, -3%, 0%, 2%
(32) COc1cccc(-n2c(O)c(C=NCc3ccc4c(c3)OCO4)c(=O)[nH]c2=O)c1
→ -6%, 1%, 0%, 0%, 4%, 8%, i, -11%
(33) CCOS(C)(=O)=O
→ nt, nt, 0%, -1%, nt, 22µM*, -3%, -1%
(34) CN1c2ccccc2Oc2ccccc21
→ 8%, ?, 3%, -1%, -14%, -3%, 8%, -5%
(35) O=c1[nH]c(=O)n(-c2ccc(Br)cc2)c(O)c1C=NCCN1CCCCC1
→ 1%, -6%, 5%, -5%, -1%, -5%, -2%, -1%
(36) CCOC(=O)c1c(-n2c(C)cc(/C=C3\C(=O)NC(=O)N(C)C3=O)c2C)sc2c1CCCC2
→ -7%, 2%, -2%, -2%, ?, 5%, -11%, -7%
(37) Cc1ccc2c(c1)CNc1ccccc1O2
→ 8%, 0%, 0%, 0%, -10%, 3%, -12%, -1%
(38) Clc1ccc(Cl)c(Cl)c1
→ nt, nt, nt, -1%[201 µM], nt, 2%, -7%, -6%[201 µM]
(39) NCC(=O)c1ccccc1
→ -10%, -23%, nt, -4%, -2%, 9%, -3%, -2%
(40) CCOc1ccc2c(c1)c(C(C)=O)c(C)n2Cc1ccco1
→ -9%[2.34 µM], -2%, -2%, 2%, ?, 7%, i, -10%
(41) CCC(C)N1C(=O)/C(=C/c2ccc3c(c2)CCN3CCCCl)C(=O)NC1=S (configuration not stated)
→ ?, 0%, ?, -42%, 32µM*, 134%[activator], -4%, -4%
(42) N/C(=N\N=C/c1ccc(-c2ccc(O)c(C(=O)O)c2)o1)N[N+](=O)[O-]
→ -4%, ?, 11µM*, ?, 4.5µM*, -1%, 13µM*, 1%
(43) CCCOc1ccc2[nH]cc(C3=CCNCC3)c2n1
→ 14%, ?, nt, -2%, ?, 0%, 4%, -8%
(44) Cc1ccccc1NC(=O)c1cc(-c2ccccc2)n(CCCN2CCOCC2)c1C
→ -4%, -1%, -16%, -5%, ?, 10%, 18%, 1%
(45) CSCC[C@H](NC(=O)[C@H](Cc1ccccc1)NC(=O)CNC(=O)CNC(=O)[C@@H](N)Cc1ccc(O)cc1)C(=O)O
→ -8%, nt, nt, -1%, -3%, 4%, i, 2%
(46) Cc1ccc(Cl)cc1NC(=O)Cn1c(=O)oc2cc(S(=O)(=O)N3CCCCCC3)ccc21
→ ?, nt, nt, -2%, 17%, nt, nt, -11%
(47) C=CCn1c(O)c(C(C)=Nc2ccc(N(C)C)cc2)c(=O)[nH]c1=O
→ -3%, ?, nt, 0%, 18µM*, 0%, -1%, -8%
(48) Fc1cccc(CCNCc2ccccn2)c1
→ -6%, ?, -10%, -9%, -9%, 2%, -1%, 7%
(49) CC(Oc1ccc(-c2ccccc2)cc1)C(=O)O (configuration not stated)
→ -4%, -2%, 6%, -4%, 0%, 10%, -1%, -22%
(50) CCn1nc(-c2ccccc2)nc2c(=O)n(C)c(=O)nc1-2
→ ?, 28µM*, 0.71µM*, -5%, 16µM*, -18%, -25%, nt
(51) CSc1ccc(C(=O)C2CCCN(Cc3cnc(SC)nc3)C2)cc1 (configuration not stated)
→ -3%, -11%, -5%, -4%, -11%, 8%, -3%, -1%
(52) O=C1C=CC(=O)C(Cl)=C1
→ 16µM*, nt, nt, -8%, 11µM*, 1.8µM*, 20µM*, -1%
